M. tuberculosis GlmU: inhibition of mycobacterial GlmU enzyme – biochemical, glucosamine-1-phosphate acetyltransferase (AID 1376); one-dose inhibition, %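 (tested at 30 µM in the primary screen)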; IC50 in µM for titrated hits; 220,000 compounds, 0.25% hits; M. tuberculosis GlmU acetyltransferase enzyme assay; higher % means a stronger effect; in the data active means inhibition above about 13%; inconclusive means no clear call, values can overlap the other calls;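 further: 0% = complete reaction with vehicle and 100% = reaction without substrate; strong numbers were not always called active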
Mtb RmlCD inh: M. tuberculosis RmlC/RmlD coupled enzyme inhibitors, primary screen, biochemical, compound mixtures, 384-well, from 1536-well plates | dTDP-4-dehydrorhamnose reductase (Mycobacterium tuberculosis (strain ATCC 25618 / H37Rv)) … | RmlC+RmlD coupled enzyme assay, percent inhibition; primary screen in compound mixtures | inhibition, % at 3.6 µM | 160,000 compounds, 0.03% hits; in the data active means inhibition mostly above about 34%, no sharp cut-off; inconclusive means no clear call, values can overlap the other calls; inactive means mostly below about 22%; further: some results filed as inactive read as strong as hits
Target sequence (P9WH09 whole entry, looked up): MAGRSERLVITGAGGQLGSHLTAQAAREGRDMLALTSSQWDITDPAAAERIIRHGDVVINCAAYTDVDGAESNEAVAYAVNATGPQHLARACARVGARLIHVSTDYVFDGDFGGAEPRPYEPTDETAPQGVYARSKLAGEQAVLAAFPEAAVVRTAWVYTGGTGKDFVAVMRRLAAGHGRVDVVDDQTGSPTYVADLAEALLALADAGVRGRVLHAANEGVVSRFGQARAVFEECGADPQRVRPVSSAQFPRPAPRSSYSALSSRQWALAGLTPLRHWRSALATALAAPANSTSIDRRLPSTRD
Target sequence (P9WH11 whole entry, looked up): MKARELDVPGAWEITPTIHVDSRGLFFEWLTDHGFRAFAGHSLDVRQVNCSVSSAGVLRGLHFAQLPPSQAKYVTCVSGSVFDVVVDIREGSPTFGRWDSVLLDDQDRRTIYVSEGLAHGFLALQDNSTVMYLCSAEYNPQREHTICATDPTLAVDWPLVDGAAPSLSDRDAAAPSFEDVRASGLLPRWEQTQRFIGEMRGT
Numbers without * were called inactive; ? = inconclusive; nt = not tested or not shown; & = joins results of further samples. The list is partial, so the mix of outcomes need not match the whole.

molecule | M. tuberculosis GlmU | Mtb RmlCD inh
CCC(C)NC(=O)c1c(F)c(F)c(F)c(F)c1F (centres undefined) | -1.7% | nt
NC(=O)NC(Cc1ccccc1)C(=O)NCC1(N2CCCCC2)CCCCC1 (centres undefined) | 5.4% | nt
Cc1ccc(C)c(OCc2nnc(SCC(=O)NCc3ccc4c(c3)OCO4)o2)c1 | 7.3% | nt
CCNC(=O)NC(=O)CSc1ccccc1F | 4.1% | nt
Cc1nn(-c2ccccc2C(F)(F)F)c(=O)c2noc(C)c12 | 1.7% | 40
Cc1ccc(N2CC(C(N)=O)CC2=O)cc1C (centres undefined) | -3.0% | nt
CC(C)[N+](C)(C)CC#CC(O)(c1ccccc1)c1ccccc1 | 3.2% | -9
O=C1CC(=O)c2c1cccc2[N+](=O)[O-] | 17%* | 11
Cc1ccc(NC(=O)CN2C(=O)N/C(=C/c3ccc(N4CCOCC4)cc3)C2=O)cc1 | -5.2% | -10
CC(OC(=O)c1nn(C(C)C)c(=O)c2ccccc12)C(=O)Nc1ncc(Cl)cc1Cl (centres undefined) | 4.3% | 5
COc1ccc(N(C2=NCCCS2)S(=O)(=O)c2ccc(C(C)(C)C)cc2)cc1 | 0.1% | nt
COc1ccccc1NS(=O)(=O)c1cccc(N=C2N=C(N)c3ccccc32)c1 | -5.2% | 5
Cc1sc(NC(=S)NC(=O)c2cccs2)nc1-c1ccc(CC(C)C)cc1 | -5.0% | 66
Cc1ccc(S(=O)(=O)N(C)CC(=O)N/N=C/c2ccc(C)o2)cc1 | 11% | -5
Cc1ccc(NS(=O)(=O)c2ccc3c(c2)C(=O)c2ccccc2C3=O)c(C)c1 | 0.6% | -5
CC(C)COC(=O)c1nnsc1NC(=O)Nc1ccccc1 | -0.6% | 14
CC(C)Oc1ccc(C(=O)Nc2ccc(Cl)c(S(=O)(=O)Nc3ccc(Cl)cc3)c2)cc1 | -3.1% | -2
CC(=O)NC1=NN(C(C)=O)C(C)(c2cccnc2)S1 (centres undefined) | -1.6% | 7
CNc1nn(-c2cccc(Cl)c2)nc1N | 0.8% | 11
Cc1ccc(C(=O)Nc2cc(C(F)(F)F)ccc2N2CCCCC2)cc1[N+](=O)[O-] | 3.5% | 8
Clc1ccc(C2=NCCN2)cc1 | -1.7% | -12
O=C(NC(N1CCCC1)C(Cl)(Cl)Cl)c1ccccc1 (centres undefined) | 2.4% | 12
Cc1cccc(NC(=O)c2cnc3sccn3c2=O)n1 | -3.0% | nt
O=C1c2ccccc2C(=O)N1CNc1ccccc1 | 2.2% | -8
CC(C(=O)O)c1ccc(CC2CCCC2=O)cc1 (centres undefined) | 4.3% | nt
Cc1cc(/C=C2/NC(=O)NC2=O)c(C)n1-c1ccccn1 | -2.2% | -22
O=C(C[n+]1cc(-c2ccc(F)cc2)n2c1CCC2)Nc1nc(-c2ccccc2)cs1 | -0.5% | -13
CN1CCN(c2ccc(NC(=O)Cc3ccccc3)cc2)CC1 | 1.2% | nt
O=C(Nc1ccccc1F)NC1CCCc2ccccc21 (centres undefined) | 6.8% | 5
CC(=O)c1ccc2c(c1)Nc1ccccc1S2 | 10.0% | -7
COc1ccc(OC)c2c(=O)cc(C(=O)O)[nH]c12 | 0.2% | 20
CCOC(=O)c1c(C)oc2ccc(OC(=O)c3cccs3)cc12 | 0.2% | nt
COc1ccc(S(=O)(=O)NCC2CCCN(Cc3ccccc3C)C2)cc1 (centres undefined) | 0.7% | nt
c1ccc2c(SCc3cn4cccnc4n3)ncnc2c1 | -1.8% | 21
O=C(Oc1cccc2ccccc12)c1ccncc1 | 1.0% | nt
CCOC(=O)/C=C1\SCC(=O)N1CC(=O)NCCOC | -6.8% | 24
Cn1ccnc1C(=O)c1cc(SCC(=O)N2CCOCC2)nc2ccccc12 | 0.1% | -11
O=C(CCC(=O)Nc1ccc(Cl)cc1Cl)N/N=C/c1ccc([N+](=O)[O-])o1 | -2.5% | 3
O=C(NC(=S)NN1CCCCC1c1cccnc1)c1ccc(Br)cc1 (centres undefined) | 1.5% | -4
CC(=O)c1cccc(N(CC(=O)Nc2ccc(F)cc2F)S(C)(=O)=O)c1 | 1.9% | -3
COc1ccnc(NCc2cccc(C(F)(F)F)c2)c1C#N | 2.5% | nt
COc1cc(OC)cc(C(=O)NCCCN2CCOCC2)c1 | -1.1% | nt
Nc1nc2c(C(=O)N3CCOCC3)nnn2c2ccccc12 | -3.7% | -8
Cc1cccc(Nc2nnc(SCC(=O)NCc3cccs3)s2)c1C | -2.6% | 0
CCOC(=O)C1(CCc2ccccc2)CCN(C(=O)c2ccoc2)CC1 | 1.3% | nt
Cc1cc(NC(=O)c2ccoc2C)no1 | -1.6% | nt
CCCN1C(=O)c2cc(C(=O)NCCc3cccc(C)c3)ccc2C1O (centres undefined) | -1.4% | nt
O=C(CCn1c(=O)c2sccc2n(CC(=O)OCc2ccccc2)c1=O)NCc1ccccc1 | -4.7% | 12
Cc1ccc(C(=O)CC2C(=O)N(c3ccccc3)C(=S)N2c2ccccc2)cc1 (centres undefined) | -2.5% | -4
CSCCC1NC2(C(=O)Nc3c(C)cc(Cl)cc32)[C@@H]2C(=O)N(C3CCCC3)C(=O)[C@H]12 (some centres undefined) | -0.2% | 7

Carrying on.
molecule | M. tuberculosis GlmU | Mtb RmlCD inh
O=C(CN1C(=O)CC(c2ccco2)Sc2ccccc21)NCc1ccc2c(c1)OCO2 (centres undefined) | nt | 4
C=CCn1c(COc2cccc3ccc(C)nc23)nnc1SCC(=O)O | 6.9% | nt
CC[C@@H]1C=CC=CC[C@H](C)[C@@H](O)[C@@H](C)C(=O)[C@H](C)[C@@H](O)[C@H](C)C(=O)[C@H](C)[C@@H](O)[C@H](C)C=CC(=O)O[C@H]2[C@@H](C)[C@@H](CC1)O[C@@]1(CC[C@@H](C)[C@@H](C[C@H](C)O)O1)[C@@H]2C | -0.6% | nt
CCCNC(=O)c1ccc(N(Cc2ccccc2)S(C)(=O)=O)cc1 | 1.4% | 9
CCOc1ccc(CCNC(=O)c2ccc(C)c(N3CCCC3=O)c2)cc1OCC | -0.7% | 1
Nc1cc(-c2ccc(Br)cc2)[nH]n1 | 4.9%&-3.1% | nt
Cc1cccc(NC(=S)N(c2ccccc2)C(C)C)c1C | -3.4% | 11
Cc1cccc(CSc2nncc(=O)[nH]2)c1 | 3.3% | nt
CCOc1cc(CNCc2ccncc2)cc(Br)c1OCc1ccc(F)cc1 | 0.2% | -8
CCOC(=O)Cn1c(CN2CCc3ccccc3C2)nc2c1c(=O)n(C)c(=O)n2C | -1.0% | 10
Cc1nn(-c2ccccc2)c(C)c1C(=O)NCc1ccc(F)cc1 | -4.4% | nt
CCOc1ccccc1NC(=O)NC1CC2CCCC(C1)N2Cc1nnnn1CCc1ccccc1 (centres undefined) | 2.4% | 11
O=C(O)CCC(=O)Nc1sc2c(c1C(=O)Nc1cccc3ccccc13)CCCCC2 | -3.7% | 10
O=C1C=C(c2cccnc2)CCC1 | -6.0% | nt
O=C(c1cc(-c2ccncc2)nc2ccc(Cl)cc12)N1CCN(C(=O)C2CCCO2)CC1 (centres undefined) | 1.8% | ?
CCOc1cc(S(=O)(=O)N2CCC(C(N)=O)CC2)ccc1F | -4.0% | 11
c1ccc(-c2ccc(-c3nc(-c4cccnc4)no3)cc2)cc1 | -3.9% | -9
CC(C)(C)NC(=O)C(c1ccncc1)N(Cc1cccs1)C(=O)Cn1nnc(-c2ccc(F)cc2)n1 (centres undefined) | 1.5% | nt
O=C(NN1CCOCC1)NC12CC3CC(CC(C3)C1)C2 | 11% | 3
Cc1ccc(N2CC(C(=O)Nc3nccs3)CC2=O)cc1Cl (centres undefined) | 2.0% | 8
Cc1ccc(CN2CCCNC2=O)cc1 | -0.3% | -1
COc1cc2c(cc1OC)C1(C)N(CC2)C(C(C)=O)=NN1c1ccc(Cl)cc1 (centres undefined) | 3.6% | 3
COc1ccccc1CNC(=O)CN1CCC(NC(=O)c2ccccc2F)CC1 | 2.1% | 10
COc1ccc(NC(=O)COC(=O)CCNS(=O)(=O)c2ccccc2)cc1OC | -1.3% | 2
N#C/C(=C\c1ccc(-c2ccccc2[N+](=O)[O-])o1)C(=O)N1CCOCC1 | 2.9% | -9

In the list so far, 2 have a tert-butyl group.
molecule | M. tuberculosis GlmU | Mtb RmlCD inh
COc1ccc(N(C2=NCCCS2)S(=O)(=O)c2ccc(C(C)(C)C)cc2)cc1 | 0.1% | nt
CC(C)(C)NC(=O)C(c1ccncc1)N(Cc1cccs1)C(=O)Cn1nnc(-c2ccc(F)cc2)n1 (centres undefined) | 1.5% | nt

Remaining list, next part.
molecule | M. tuberculosis GlmU | Mtb RmlCD inh
CC(C)c1nc(CNC(=O)c2cc(COc3c(F)cccc3F)on2)cs1 | -0.5% | nt
O=C(Cn1cnc([N+](=O)[O-])n1)N/N=C/c1cc(Cl)ccc1O | -3.1% | 1
O=C(O)c1ccccc1C(=O)NNc1ccc(Cl)cc1Cl | 6.8% | nt
CCOC(=O)c1c(NC(=S)NCc2ccccc2)sc2c1CCN(C(=O)OCC)C2 | -0.4% | 21
CC(C)N(C(=O)NC(=O)Nc1ccccn1)S(C)(=O)=O | -1.9% | 1
CCOC(=O)N1CCN(Cc2nc(-c3ccc(OC)cc3)no2)CC1 | -1.8% | nt
CCOc1cc(S(=O)(=O)NCc2ccccc2)c(OCC)cc1-n1cnnn1 | 7.3% | nt
Cc1cc(C)c(OCC(=O)Nc2nc(-c3ccccn3)cs2)c(C)c1 | -3.6% | 3
c1ccc(Cc2noc(CN3CCC(CN4CCOCC4)CC3)n2)cc1 | -1.1% | -6
CC(C)CC(NC(=O)c1ccc(Cl)cc1)C(=O)OCc1cc([N+](=O)[O-])cc2c1OCOC2 (centres undefined) | 2.1% | 5
O=[N+]([O-])c1ccc2c(c1Nc1ccccc1Cl)=NC1(CCCCC1)N=2 | -1.4% | nt
COc1cccc(OC)c1-c1nn(-c2ncc(C(F)(F)F)cc2Cl)c(=O)o1 | 1.0% | 13
CC(C)C(=O)Nc1ccc(NC(=O)c2ccccn2)cn1 | 1.6% | nt
CC(C)N(N=Nc1ccc([N+](=O)[O-])cc1)C(C)C | 0.5% | 5
Cc1c(N=Cc2ccc[nH]2)c(=O)n(-c2ccccc2)n1C | 3.3% | nt
COc1ccccc1NC(=S)N1C2CCC1CC(NC(=O)NC13CC4CC(CC(C4)C1)C3)C2 (centres undefined) | -0.8% | nt
S=c1[nH]nc(Cc2c[nH]c3ccccc23)o1 | 6.5% | -7
COc1ccccc1C(=O)Oc1ccc(C(C)(C)C)cc1 | 4.0% | nt
Cc1nc(S/C(=C\c2ccc(-c3ccc(C(=O)O)c(Cl)c3)o2)C(=O)O)n[nH]1 | 62µM* | 26
Cc1cc(C)cc(N(CC(=O)NCCSc2ccccn2)S(=O)(=O)c2ccccc2)c1 | 0.8% | nt
Cc1ccc(-n2ncc(C#N)c2/N=C/N2CCN(C)CC2)cc1 | -0.5% | -6
COc1ccc(CCN(C(=O)Cn2nnc3ccccc32)C(C(=O)NCC2CCCO2)c2ccncc2)cc1OC (centres undefined) | -4.1% | -9
CCC(=O)N1CCc2cc(S(=O)(=O)NCCC(=O)NC3CCCc4ccccc43)ccc21 (centres undefined) | 2.9% | nt
Cc1ccc(C)c(S(=O)(=O)Nc2ccc(O)cc2)c1 | -3.9% | nt
COc1cc(OC)cc(C(=O)Nc2cccnc2)c1 | -2.4% | 4

Molecules listed so far that have a cyano group, in the order listed:
molecule | M. tuberculosis GlmU | Mtb RmlCD inh
COc1ccnc(NCc2cccc(C(F)(F)F)c2)c1C#N | 2.5% | nt
N#C/C(=C\c1ccc(-c2ccccc2[N+](=O)[O-])o1)C(=O)N1CCOCC1 | 2.9% | -9
Cc1ccc(-n2ncc(C#N)c2/N=C/N2CCN(C)CC2)cc1 | -0.5% | -6

The listing continues.
molecule | M. tuberculosis GlmU | Mtb RmlCD inh
CN(C(=O)COC(=O)c1ccc(S(=O)(=O)N2CCOCC2)cc1)C1CCCCC1 | 2.0% | -6
Cc1ccc(NC(=O)COC(=O)Cn2cnc3c2c(=O)n(C)c(=O)n3C)c(Cl)c1 | 3.1% | -10
CCOC(=O)NC(=O)CSc1nnc(SCCC(=O)O)s1 | -2.3% | -7
Nc1nc(Cl)cc(NCCc2ccc(O)cc2)n1 | -1.8% | 35
O=C(c1c[nH]c2ccc(S(=O)(=O)N3CCOCC3)cc2c1=O)N1CCC2(CC1)OCCO2 | -4.4% | 18
O=C(CCC(=O)Nc1ccc(Cl)cc1Cl)NNC(=O)Nc1ccccc1 | 6.0% | 12
CCC1=NN=C(c2ccc(F)cc2)C(c2c[nH]c3ccccc23)N1O (centres undefined) | -3.0% | 0
O=C(O)c1cccc(Oc2ccccc2[N+](=O)[O-])c1 | 0.1% | nt
CCOC(=O)c1cccc(NS(=O)(=O)c2cnc[nH]2)c1 | 1.8% | -6
COc1ccc(Nc2ccnc3ccccc23)cc1 | -5.9% | -1
CCc1nc(SCC(=O)c2c[nH]c3ccccc23)n[nH]1 | 2.3% | 8
Clc1cccc(Cl)c1-c1nnc2ccc(N3CCOCC3)nn12 | 2.6% | 19
Cc1cccc(-n2cc3c(=O)n(C)c(=O)n(C)c3c2)c1 | 9.4% | 7
Cc1ccc2c(c1)c1c(n2CC(O)Cn2c(C)nc3ccccc32)CCCC1 (centres undefined) | -1.7% | 11
Cc1cc(C)n2nc(NCc3ccccc3)nc2n1 | -0.7% | 6
CCOC(=O)C(=CNc1cc(C(F)(F)F)ccc1N1CCOCC1)C(=O)OCC | 7.5% | 11

High-throughput results (PubChem)
